Assay outcomes (PubChem)
hERG protect: compounds protecting human hERG from proarrhythmic drug block; Q12809; CHO-hERG, FluxOR thallium flux, dofetilide IC70 present; activation (rescue from dofetilide block), less the hit threshold, % at 10 µM; 310,000 tested, 0.51% active;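 active = activation above the mean of controls blocked by dofetilide plus 5 SD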;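 also: thallium influx through hERG after potassium depolarization seen as dye fluorescence rise; in these data hits start at about 4.7%; inactives centre near -7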
Target sequence (Q12809 whole entry, looked up): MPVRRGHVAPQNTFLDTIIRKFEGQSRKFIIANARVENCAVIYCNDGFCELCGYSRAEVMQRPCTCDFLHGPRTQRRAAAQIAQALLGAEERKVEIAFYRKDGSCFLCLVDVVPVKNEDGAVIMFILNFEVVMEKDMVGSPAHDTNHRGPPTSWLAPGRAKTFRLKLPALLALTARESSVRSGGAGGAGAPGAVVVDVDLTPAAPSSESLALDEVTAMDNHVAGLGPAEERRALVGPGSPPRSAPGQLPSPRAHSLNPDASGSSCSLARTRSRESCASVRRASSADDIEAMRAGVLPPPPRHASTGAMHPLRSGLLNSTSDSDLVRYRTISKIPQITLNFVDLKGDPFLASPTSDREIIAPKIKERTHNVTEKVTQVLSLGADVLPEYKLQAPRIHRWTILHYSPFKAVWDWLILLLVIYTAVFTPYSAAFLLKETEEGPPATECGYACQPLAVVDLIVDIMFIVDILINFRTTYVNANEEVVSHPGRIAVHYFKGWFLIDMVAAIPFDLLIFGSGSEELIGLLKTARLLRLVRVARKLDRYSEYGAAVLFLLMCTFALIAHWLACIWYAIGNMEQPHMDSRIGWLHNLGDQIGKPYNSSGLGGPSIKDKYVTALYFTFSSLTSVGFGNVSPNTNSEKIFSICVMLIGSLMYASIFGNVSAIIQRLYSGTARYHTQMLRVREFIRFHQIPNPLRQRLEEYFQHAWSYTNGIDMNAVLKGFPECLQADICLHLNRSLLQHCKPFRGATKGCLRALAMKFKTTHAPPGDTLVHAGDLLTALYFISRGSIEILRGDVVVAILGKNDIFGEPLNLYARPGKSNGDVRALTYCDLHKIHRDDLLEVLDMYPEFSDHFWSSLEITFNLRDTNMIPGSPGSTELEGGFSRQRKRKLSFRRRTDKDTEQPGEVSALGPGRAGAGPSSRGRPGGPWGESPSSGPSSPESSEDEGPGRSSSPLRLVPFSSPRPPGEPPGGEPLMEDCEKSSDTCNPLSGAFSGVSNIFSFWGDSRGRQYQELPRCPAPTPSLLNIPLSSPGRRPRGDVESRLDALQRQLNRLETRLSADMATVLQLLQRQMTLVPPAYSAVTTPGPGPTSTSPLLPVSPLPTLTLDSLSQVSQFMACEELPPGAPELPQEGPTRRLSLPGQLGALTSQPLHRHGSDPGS
KCNQ1 block: human KCNQ1 channel inhibition. P51787. CHO-K1 KCNQ1, FluxOR thallium flux fluorescence; stronger effect = higher value. B-score at 10 µM. 310,000 tested, 1.3% active. AID 2642;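 active = compounds whose thallium flux B-score, printed positive for inhibition, exceeds three library SD while starting fluorescence stays within three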;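 also: channel opened by potassium depolarization with thallium stimulus after 20 min compound exposure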
TRPC4 block: inhibitors of mouse TRPC4 channel; Q9QUQ5; HEK293 TRPC4beta/mu-opioid, DAMGO-evoked Fluo4 calcium flux; stronger effect = lower value; B-score at 10 µM; 300,000 tested, 0.39% active;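 active = B-score over 3 SD under the library average, no early fluorescence shift, positive overall ratio signal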
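test system = HEK293 cells with stable TRPC4beta plus mu-opioid receptor expression | detection = Fluo4 Ca2+ flux fluorescence | read-out = integrated fluorescence ratio relative to baseline, converted to per-well B score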
TRPC4 PAM: allosteric potentiators of mouse TRPC4 channel; B-score at 10 µM; 310,000 tested, 0.42% active; HEK293 TRPC4beta/mu-opioid, DAMGO EC20, Fluo-4 Ca2+ flux; stronger effect = higher value;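 active = B-score of calcium response area above 5 SD of library B-scores, with initial fluorescence ratio within 5 SD of library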;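 also: B-score of integrated fluorescence ratio over time as area under calcium response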
Platelet DG rel: platelet dense granule release activity | human platelet-rich plasma, SFLLRN dense granule ATP release, luminescence | inhibition, %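 (compounds screened at 7.5 µM in platelet-rich plasma)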 | 300,000 tested, 0.22% active | AID 1663;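 active = mean replicate score, as percent of positive control, at or above 50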
TRPC4 act: TRPC4 (mouse) channel activation; HEK293 TRPC4beta/mu-opioid, Fluo4 calcium fluorescence; stronger effect = higher value; B-score at 10 µM; 310,000 tested, 0.49% active;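 active = B-score above 5 SD of library B-scores, and initial fluorescence ratio not above library mean plus 5 SD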;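 also: positive B-score marks a calcium rise read as TRPC4 activation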
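Test system: HEK293 cells stably co-expressing mouse TRPC4beta and mu-opioid receptor | Schedule: Fluo4 dye loading 45 min at room temperature, 110 s recording | Measured by: Kinetic Fluo4 calcium fluorescence, 5 s baseline at 1 Hz | Evaluation: B score of integrated ratio | Controls: Buffer (low) and maximal DAMGO (high)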
KCNK3 block: human KCNK3 channel inhibition, primary screen. O14649. CHO-KCNK3 thallium flux, FluxOR fluorescence; stronger effect = lower value. B-score at 10 µM. 340,000 tested, 0.84% active. AID 602410;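 active = B-score under library mean minus 4 SD, starting fluorescence ratio at most library mean plus 5 SD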;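 also: more negative B-score means stronger inhibition of thallium flux through KCNK3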
PolyA inh: inhibitors of polyadenylation in S. cerevisiae | S. cerevisiae SKY197-pL101 polyadenylation reporter, beta-gal luminescence; efflux-impaired pdr1/pdr3 knockout yeast; score 100 = 6 SD above DMSO | calls only at 12 µM | 300,000 tested, 0.02% active;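 active = lowest replicate activity score at least 50, where 100 means six control SD above control mean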;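 also: yeast exposed to compound for 9 h at 30 °C; higher score means more reporter readthrough which indicates perturbed polyadenylation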
KCNQ1 pot: potentiates or activates the human KCNQ1 potassium channel; P51787; CHO-K1 KCNQ1, thallium flux FluxOR fluorescence; stronger effect = higher value; B-score at 10 µM; 310,000 tested, 0.35% active; AID 2648;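 active = fluorescence ratio B-score, a plate-corrected score, at least three library SD, with initial intensity B-score within 5 SD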
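System: CHO-K1 cells stably expressing KCNQ1 / Medium: assay buffer for compound exposure, DMSO matched across wells / Reagent: thallium- and potassium-containing depolarizing buffer / Compound: one concentration, matched DMSO / Incubation: 20 min compound pretreatment at room temperature / Measured by: kinetic FluxOR fluorescence, 10 s baseline plus 110 s post-stimulus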
Dyrk1A ADPGlo: inhibitors of rat Dyrk1A kinase | 310,000 tested, 0.43% active | inhibition, % at 12.5 µM | ADP-Glo luminescence, NFATc1 peptide | Q63470; in the data active = inhibition above about 50%;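 also: plate controls were vehicle with enzyme for no effect and no enzyme for full effect; many of its hits are not listed in these tables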
KCNK9 block: inhibitors of human KCNK9 two-pore domain potassium channel; Q9NPC2; 310,000 tested, 1.2% active; B-score at 10 µM; AID 488922; HEK293 KCNK9, FluxOR thallium flux fluorescence; stronger effect = lower value;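 active = ratio B-score over 3 SD below the library mean, with starting fluorescence within 5 SD of its mean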;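 also: negative B-score means less thallium flux so channel inhibition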
Starred values were filed as active, the others as inactive; i = inactive; . = no result given. An excerpt; the hit share may differ from the screen's.

SMILES | hERG protect | KCNQ1 block | TRPC4 block | TRPC4 PAM | Platelet DG rel | TRPC4 act | KCNK3 block | PolyA inh | KCNQ1 pot | Dyrk1A ADPGlo | KCNK9 block
CCOC(=O)c1sc(NC(=O)/C=C/c2cnn(C)c2C)c(C(=O)OCC)c1C | -7.2 | i | i | i | 12.1 | i | . | . | i | . | i
CC(=O)c1cccc(NC(=O)CSc2nc(=O)n(Cc3ccccn3)c3c2CCC3)c1 | -15.3 | i | i | i | -20.9 | i | i | i | i | -8.9 | i
CCC1(N(C(C)=O)c2ccc(OC)cc2)C(=O)c2ccccc2C1=O | -4.1 | i | i | i | -6.0 | i | i | i | i | 6.0 | i
O=C(NCc1ccccc1)c1ccccc1Br | -5.2 | i | i | i | -2.8 | i | i | i | i | -1.3 | i
CCN(CC)S(=O)(=O)c1ccc(S(=O)(=O)N2CCC(C(=O)NC3CCN(Cc4ccccc4)CC3)CC2)cc1 | -1.7 | i | i | i | 3.9 | i | i | i | i | 1.4 | i
COc1ccc(NC(=O)CN(C)CC(=O)Nc2ccc(Cl)cc2F)cc1 | -7.1 | i | i | i | -1.4 | i | i | i | i | . | i
COc1ccccc1C(=O)NC(CCSC)C(=O)NCC(c1ccccc1OC)N1CCCC1 (stereo not given) | -15.1 | i | i | i | 9.2 | i | i | i | i | -1.7 | i
N#CCCSCc1ccc(OCC(=O)O)cc1 | -13.6 | i | i | i | -1.0 | i | i | i | i | 2.4 | i
c1ccc(Nc2nn[nH]n2)cc1 | -0.9 | i | i | i | 6.4 | i | i | i | i | -0.9 | i
O=C(Nc1ccc(Cl)cc1)c1cccc(S(=O)(=O)Nc2ccccn2)c1 | -4.6 | i | i | i | 17.0 | i | i | i | i | -4.4 | i
O=C(CN1CCN(c2ccccc2F)CC1)NCc1ccc(Cl)cc1 | -10.3 | i | i | i | -8.4 | i | i | i | i | 0.5 | i
Cc1ccc(C(c2nnnn2C2CCCC2)N2c3ccccc3CC2C)cc1 (stereo not given) | -14.4 | 7* | i | i | 5.3 | i | i | i | i | 0.9 | -10.8*
C/C(=N\NC(=O)CN1CCN(Cc2ccccc2)CC1)c1cccs1 | -11.8 | i | i | i | -5.5 | i | i | i | i | 1.8 | i
O=C(COC(=O)C12CC3CC(CC(C3)C1)C2)Nc1ccccc1F | -9.6 | i | i | i | 25.4 | i | i | i | i | -3.8 | i
N#Cc1ccc(-c2nc3cc(Cl)ccc3c(=O)n2O)cc1 | -2.6 | i | i | i | -4.5 | i | i | i | i | 1.8 | i
COCCNC(=O)C(c1ccc(C)cc1)N(C(=O)CCC(=O)Nc1ccccn1)c1cccc(C)c1 (stereo not given) | -5.7 | i | i | i | -1.9 | i | i | i | i | 3.0 | i
CCCC(=O)C1=C(O)C(C(=O)OC)C(C)(C)CC1=Nc1ccc(OC)cc1 (stereo not given) | -13.6 | i | i | i | -0.7 | i | i | i | i | -1.2 | i
CCCOc1ccc(/C=C2\SC(=S)N(CC3CCCO3)C2=O)cc1 (stereo not given) | -5.9 | i | i | i | 5.8 | i | i | i | i | -2.8 | i
O=C(CSc1nnc(CNC(=O)c2ccc(F)cc2)o1)Nc1nccs1 | -5.8 | i | i | i | 5.9 | i | i | i | i | 5.3 | i
CC(=O)Nc1ccc(-c2cc3ccccc3o2)cc1 | -5.5 | i | i | i | -10.0 | i | i | i | i | -0.1 | i
COCCSc1nnc(NC(=O)c2cc(C(=O)OC)cc([N+](=O)[O-])c2)s1 | -17.6 | i | i | i | 1.9 | i | i | i | i | 2.5 | i
COc1cc2[nH]c3c(=O)n(CCN4CCOCC4)cnc3c2cc1OC | -12.4 | i | i | i | -0.5 | i | i | i | i | 6.6 | i
COc1ccc(NC(=O)c2ccc(CNc3c(N4CCCC4)c(=O)c3=O)cc2)cc1Cl | -4.7 | i | i | i | -6.6 | i | i | i | i | 7.9 | i
CCNC(=S)N(Cc1ccc2c(c1)OCO2)C1CC(=O)N(c2ccc(OC)cc2)C1=O (stereo not given) | -2.7 | i | i | i | -4.1 | i | i | i | i | 0.5 | i
O=C(N1CCOCC1)C1(c2ccccc2)CCCCC1 | -7.9 | i | i | i | 2.0 | i | i | i | i | 1.9 | i
O=C(Cc1ccccc1F)Nc1cccc2cccnc12 | -10.2 | i | i | i | -1.6 | i | i | i | i | 15.7 | i
Cc1c(C#N)c(O)[nH]c(=O)c1N=Nc1ccc(S(N)(=O)=O)cc1 | -1.0 | i | i | i | -4.7 | i | i | i | i | 19.2 | i
COc1ccc(CCNC(=O)Cn2cnc3c(nnn3Cc3ccccc3F)c2=O)cc1OC | -4.5 | i | i | i | 5.3 | i | i | i | i | -2.5 | i
CC(=O)c1ccc(Nc2nc3ccccc3nc2NS(=O)(=O)c2cccs2)cc1 | -9.0 | i | i | i | 5.5 | i | i | i | i | -2.5 | i
COc1ccc(C(C)C)cc1S(=O)(=O)n1cnc(C)c1 | -9.7 | i | i | i | -5.1 | i | i | i | i | -1.7 | i
CCN(CC(=O)Nc1c(F)cccc1F)C(=O)CCCc1c[nH]c2ccccc12 | -11.0 | i | i | i | 4.8 | i | i | i | i | -0.5 | i
Cc1nn(-c2ccccc2)c(N)c1C(O)(CSc1nccn1C)C(F)(F)F (stereo not given) | -9.2 | i | i | i | -7.3 | i | i | i | i | 3.2 | i
ClC1CCCCC1n1nnc2ccccc21 (stereo not given) | -1.9 | i | i | i | 5.5 | i | i | i | i | . | i
COC(=O)c1ccc(-c2ccc(/C=N/N3C(=O)C4C5C=CC(CC5)C4C3=O)o2)cc1 (stereo not given) | -6.4 | i | i | i | 0.0 | i | i | i | i | -1.5 | i
Cc1nc(C)c(CCNC(=O)c2ccccc2)s1 | -11.4 | i | i | i | 0.7 | i | i | i | i | 1.7 | i
COc1cnc(-c2ccccn2)nc1NC(C)C | -6.3 | i | i | i | 0.2 | i | i | i | i | 6.0 | i
Cc1ccc(S(=O)(=O)CCc2nnc(NC(=O)C3CCCCC3)s2)cc1 | -8.6 | i | i | i | -0.1 | i | i | i | i | -6.6 | i
Cc1c(Cl)cccc1N/C(SCC(=O)N1CCCCCC1)=C(/C#N)c1nc2ccccc2s1 | -9.9 | i | i | i | -0.6 | i | i | i | i | 4.4 | i
Cc1cc(C)c(S(=O)(=O)Nc2nnc(C(C)C)s2)c(C)c1 | -3.8 | i | i | i | -1.3 | i | i | i | i | -2.1 | i
CCOC(=O)c1ccc(NS(=O)(=O)c2ccc3c(c2)n(C)c(=O)n3C)cc1 | -7.1 | i | i | i | -12.8 | i | i | i | i | 0.9 | i
O=C(CCCCCNC(=O)c1ccccc1)N/N=C/c1ccccc1O | -6.4 | i | i | i | 8.3 | i | i | i | i | -3.4 | i
CCn1cc(Br)c(C(=O)NCc2ccco2)n1 | -2.1 | i | i | i | -10.6 | i | i | i | i | -3.6 | i
CCN(CC)S(=O)(=O)c1ccc(NC(=O)c2cc(-c3cccs3)nc3ccccc23)cc1 | -11.6 | i | i | i | 3.4 | i | i | i | i | 5.0 | i
CN1CCN(C(=O)CCc2ccc(S(=O)(=O)NC3CCCCC3)cc2)CC1 | 0.2 | i | i | i | 0.7 | i | i | i | i | -7.1 | i
Nc1nc(-c2ccc(Cl)cc2)nn1C(=O)c1cccs1 | -0.6 | i | i | i | -8.9 | i | i | i | i | 1.0 | i
CC(C)COc1cccc(C(=O)Nc2ccc(N3CCOCC3)cc2N2CCOCC2)c1 | -13.1 | i | i | i | -5.2 | i | i | i | i | 2.4 | i
COc1ccc(C(=O)c2nc3c(n2O)CCCCC3)cc1 | -9.2 | i | i | i | 0.9 | i | i | i | i | -6.6 | i
CC12CCC(C(=O)N(CC(O)CN3CCCCCC3)C1=O)C2(C)C (stereo not given) | -4.3 | i | i | i | 2.0 | i | i | i | i | 1.6 | i
CC(=O)c1cnc(Oc2cc(Cl)ccc2Cl)nc1C | -4.4 | i | i | i | -3.2 | i | i | i | i | -1.1 | i
CCOC(=O)C1=CN(CC2CCCO2)C=C(C(=O)OCC)C1c1ccccc1C(F)(F)F (stereo not given) | -8.9 | i | i | i | -0.7 | i | i | i | i | -2.5 | i
New compounds follow
SMILES | hERG protect | KCNQ1 block | TRPC4 block | TRPC4 PAM | Platelet DG rel | TRPC4 act | KCNK3 block | PolyA inh | KCNQ1 pot | Dyrk1A ADPGlo | KCNK9 block
CCOc1ccc(N2C(=O)CC(S/C(N)=N/N=C/c3cccs3)C2=O)cc1 (stereo not given) | -4.8 | i | i | i | 6.3 | i | i | i | i | 5.5 | i
Cn1c(=O)c2c(C(=O)O)cc(-c3ccccc3)nc2n(Cc2ccccc2)c1=O | -4.0 | i | i | i | -4.7 | i | i | i | i | -1.9 | i
COc1ccc(C(C(=O)NC2CCCCC2)N(C(=O)Cc2c[nH]c3ccccc23)c2ccc(NC(C)=O)cc2)cc1OC (stereo not given) | -7.9 | i | i | i | 0.1 | i | i | i | i | -6.6 | i
COc1ccccc1NC(=O)COC(=O)c1ccccc1OCC(=O)Nc1ccc(SC(F)F)cc1 | -7.5 | i | i | i | 29.4 | i | i | i | i | -11.9 | i
Cc1cc(C(=O)COC(=O)c2n[nH]c3ccccc23)c(C)n1CC1CCCO1 (stereo not given) | -6.8 | i | i | i | 6.8 | i | i | i | i | 6.4 | i
CNS(=O)(=O)c1ccc(NC(=O)c2csc(C)c2)cc1 | -4.1 | i | i | i | -5.0 | i | i | . | i | -4.9 | i
COc1ccc(CN2CCN(Cc3cc4ccccc4o3)CC2CCO)c(F)c1 (stereo not given) | -9.0 | i | i | i | -4.8 | i | i | i | i | -1.4 | i
O=S(=O)(c1ccccc1)c1nc(Cc2ccccc2)oc1N1CCOCC1 | -1.2 | i | i | i | -7.7 | i | i | i | i | -2.2 | i
CC1CC(C)CN(C(=O)COC(=O)c2cc([N+](=O)[O-])ccc2N2CCOCC2)C1 (stereo not given) | -10.4 | i | i | i | -8.6 | i | i | i | i | 13.4 | i
O=C1c2ccccc2NC(c2ccccc2)N1Cc1ccccc1 (stereo not given) | -10.5 | i | i | i | -6.6 | i | i | i | i | 3.6 | i
O=C(O)CCCCCn1c(SCc2cc(=O)n3cc(Cl)ccc3n2)nc2ccsc2c1=O | -14.4 | i | i | i | -1.5 | i | i | i | i | 0.9 | i
CC(NC(=O)Nc1ccc(Cl)cc1)c1ccccc1 (stereo not given) | -7.8 | i | i | i | 1.2 | i | i | i | i | 3.5 | i
